M. tuberculosis GlmU: inhibition of mycobacterial GlmU enzyme – biochemical, glucosamine-1-phosphate acetyltransferase (AID 1376); M. tuberculosis GlmU acetyltransferase enzyme assay; higher % means a stronger effect; 220,000 compounds, 0.25% hits; inhibition, %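 (tested at 30 µM in the primary screen)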, or IC50 in µM where a hit was titrated; in the data active = inhibition above about 13%; inconclusive = no clear call, values can overlap the other calls;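 note: 0% = complete reaction with vehicle and 100% = reaction without substrate; strong numbers were not always called active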
RmlCD inh 1536: M. tuberculosis RmlC/RmlD inhibition | P9WH09+P9WH11 | RmlC+RmlD coupled enzyme assay, percent inhibition; primary screen in compound mixtures | inhibition, % at 3.6 µM | 160,000 compounds, 0.03% hits | AID 1533; in the data active = inhibition mostly above about 34%, no sharp cut-off; inconclusive = no clear call, values can overlap the other calls; inactive = mostly below about 22%; note: some results filed as inactive read as strong as hits
Target sequence (P9WH09 whole entry, looked up): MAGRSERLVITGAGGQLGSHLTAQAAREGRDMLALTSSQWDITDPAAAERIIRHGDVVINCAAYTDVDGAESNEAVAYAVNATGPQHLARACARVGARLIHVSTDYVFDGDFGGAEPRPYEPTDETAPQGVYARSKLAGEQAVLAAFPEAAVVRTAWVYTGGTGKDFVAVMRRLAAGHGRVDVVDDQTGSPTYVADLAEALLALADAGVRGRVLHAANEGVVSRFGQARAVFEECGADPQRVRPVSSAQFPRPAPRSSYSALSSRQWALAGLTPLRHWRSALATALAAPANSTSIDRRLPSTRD
Target sequence (P9WH11 whole entry, looked up): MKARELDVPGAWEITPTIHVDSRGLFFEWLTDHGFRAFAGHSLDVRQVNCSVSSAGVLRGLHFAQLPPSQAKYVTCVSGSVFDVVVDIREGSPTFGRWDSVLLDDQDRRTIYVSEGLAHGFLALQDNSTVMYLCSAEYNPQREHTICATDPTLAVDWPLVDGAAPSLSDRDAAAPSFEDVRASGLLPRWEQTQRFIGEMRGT
Numbers without * were called inactive; ? = inconclusive; . = not tested or not shown. Only part of the results is shown. The share of hits here may be higher or lower than overall.

#	SMILES	M. tuberculosis GlmU	RmlCD inh 1536
1	Cn1nc(N)c2c1N=P(N1CCOCC1)(N1CCOCC1)N=C2c1ccccc1	1.1%	.
2	Cc1onc(-c2c(Cl)cccc2Cl)c1C(=O)n1nnc2ccccc21	-2.9%	.
3	CCN1C(=O)OC2(CCCCC2)C1(C)O (stereo not drawn)	-4.0%	0
4	CS(=O)(=O)N(CC(=O)NC1CCCC1)c1ccc(Oc2ccccc2)cc1	5.0%	-2
5	Cc1cccc(C)c1NC(=S)N(Cc1ccco1)C1CCN(C(C)C)CC1	1.7%	3
6	CCOc1ccc2nc(NCCNS(=O)(=O)c3ccccc3)c(C#N)cc2c1	6.8%	-6
7	O=C(Nc1ccc(Cl)cc1)N1CCC(c2nc(-c3ccc(F)cc3)no2)CC1	5.0%	.
8	CCc1cc2c(NCc3ccco3)ncnc2s1	-5.1%	.
9	C(=N\Nc1ncnc2sc3c(c12)CCC3)/c1cccs1	3.2%	-5
10	O=C(Nc1cc(-c2ccccc2)[nH]n1)c1ccccc1F	4.5%	7
11	Cc1nc(SCCO)c([N+](=O)[O-])[nH]1	2.7%	-6
12	O=C(CN1CCOCC1)Nc1ccc([N+](=O)[O-])cc1Br	-3.8%	.
13	CC(C)NCCCCOc1ccc(Br)cc1Cl	-1.1%	1
14	COc1ccc(C(CNC(=O)c2ccc(S(=O)(=O)N3CCCC3)cc2)N2CCOCC2)cc1 (stereo not drawn)	3.8%	6
15	O=C1C=Cc2ccccc2/C1=C/c1[nH]c(=O)[nH]c1O	8.0%	-4
16	O=C(Oc1cccc2cccnc12)c1ccc(Br)o1	-4.2%	103
17	CC(C)C1C(C#N)=C(N)Oc2n[nH]c(C(C)(C)C)c21 (stereo not drawn)	0.1%	5
18	CC(CCc1ccccc1)NC(=O)CCCCCNc1nc(=S)[nH]c2ccccc12 (stereo not drawn)	-2.0%	7
19	CC(C)CC(N=C1NC(C)(C)Cc2ccccc21)C(=O)O (stereo not drawn)	-4.6%	.
20	COc1ccc2c(c1)c(CC(=O)Nc1cc(C)ccc1C)c(C)n2C(=O)c1ccc(Cl)cc1	3.0%	.
21	Cc1cccc(N2C(S)=C(C#N)C(=O)NC2c2cccs2)c1 (stereo not drawn)	3.0%	-3
22	COc1ccccc1/C=C/CN1CCN(Cc2ccc(F)cc2)C(CCO)C1 (stereo not drawn)	-0.8%	.
23	O=C(O)c1cccc(NC(=S)NC(NC(=O)c2ccco2)C(Cl)(Cl)Cl)c1 (stereo not drawn)	5.4%	-10
24	O=C(NCc1cccs1)C1CC(c2ccccc2O)=NO1 (stereo not drawn)	.	?
25	Cn1c(SCC(=O)N/N=C/c2ccncc2)nc2ccccc21	-0.8%	-4
26	Cc1ccc(N2C(=O)Nc3ccccc3C2(O)C(=O)N2CCN(c3ccccn3)CC2)cc1C (stereo not drawn)	0.6%	-13
27	COCCN=c1scc(-c2cc(OC)c(OC)c(OC)c2)n1/N=C/c1c(C)[nH]c2ccccc12	-4.0%	.
28	CCOc1ccc(Cn2nnc(C(=O)NCCc3ccc(Cl)cc3)c2N)cc1	5.9%	-4
29	O=C(Nc1ccccc1N1CCN(C(=O)c2ccc(Cl)cc2)CC1)c1cc(Br)ccc1Cl	-0.1%	.
30	CCOC(=O)C1C(=O)C=C(/C=C/c2ccc(N(C)C)cc2)CC1c1ccccc1 (stereo not drawn)	-0.5%	-8

Single records, from the list above.
Entry for Cc1cccc(N2C(S)=C(C#N)C(=O)NC2c2cccs2)c1 (stereo not drawn) : M. tuberculosis GlmU: 3.0%; RmlCD inh 1536: -3
Entry for O=C(Nc1cc(-c2ccccc2)[nH]n1)c1ccccc1F : M. tuberculosis GlmU: 4.5%; RmlCD inh 1536: 7

Fetched by compound from above, 5 records:
#	SMILES	M. tuberculosis GlmU	RmlCD inh 1536
25	Cn1c(SCC(=O)N/N=C/c2ccncc2)nc2ccccc21	-0.8%	-4
23	O=C(O)c1cccc(NC(=S)NC(NC(=O)c2ccco2)C(Cl)(Cl)Cl)c1 (stereo not drawn)	5.4%	-10
30	CCOC(=O)C1C(=O)C=C(/C=C/c2ccc(N(C)C)cc2)CC1c1ccccc1 (stereo not drawn)	-0.5%	-8
22	COc1ccccc1/C=C/CN1CCN(Cc2ccc(F)cc2)C(CCO)C1 (stereo not drawn)	-0.8%	.
24	O=C(NCc1cccs1)C1CC(c2ccccc2O)=NO1 (stereo not drawn)	.	?

Remaining list, next part.
#	SMILES	M. tuberculosis GlmU	RmlCD inh 1536
31	CC1CCCC(C)N1C(=O)CSc1nnc(CSc2ncccn2)n1C (stereo not drawn)	2.2%	.
32	CSc1nc(-c2ccc(Cl)cc2)c(C#N)c(=O)n1C	2.4%	5
33	CCOc1ccc(C(=O)NCc2ccncc2)cc1	3.5%	.
34	O=[N+]([O-])c1cc(Br)c(OCc2nnc(-c3ccccc3)o2)c(Br)c1	1.7%	4
35	Cc1ccccc1OCCOCCN1CCCCCC1	-11%	-6
36	Cc1cc(C)c[n+](C[n+]2cc(C)cc(C)c2)c1	-4.4%	-10
37	CC1CCN(S(=O)(=O)c2cc(C(=O)N3CCN(c4ncccn4)CC3)ccc2Br)CC1	2.3%	7
38	CCCC(=O)c1ccc(N2CCN(C(=O)OCC)CC2)c(F)c1	-0.1%	-3
39	O=C(COC(=O)c1cc2ccccc2oc1=O)Nc1ccc(F)cc1F	.	8
40	CSC1=C(C#N)C(c2ccccc2Cl)C(C(=O)c2cccs2)C(O)(C(F)(F)F)N1 (stereo not drawn)	2.6%	-13
41	CCN1CCN(Cc2nc3c(c(=O)[nH]c(=O)n3C)n2Cc2ccccc2Cl)CC1	-6.5%	.
42	O=C(Nc1ccccn1)NC1CCS(=O)(=O)C1 (stereo not drawn)	8.1%	20
43	O=C(Nc1c2c(nn1-c1ccc(Cl)cc1)CS(=O)(=O)C2)c1ccc2c(c1)OCO2	1.4%	11
44	CCOc1ncccc1C(=O)N1CCCSC1=Nc1ccc(C(C)=O)cc1	-5.7%	12
45	O=C(CCNC(=O)c1ccc([N+](=O)[O-])cc1)Nc1ccc(N2CCOCC2)cc1N1CCOCC1	5.8%	.
46	COc1ccc(C(CCNC(C)c2ccccc2)C(C)C)cc1 (stereo not drawn)	-6.6%	24
47	COc1ccc(CNC(=O)C2CCN(S(C)(=O)=O)CC2)cc1	.	-13
48	CN(C)S(=O)(=O)c1ccc(C(=O)OCC(=O)NC(=O)NCc2ccccc2)cc1	2.8%	.
49	O=C(CSc1c(Cl)cccc1Cl)N1CCC(c2nc3ccccc3s2)CC1	-0.2%	.
50	O=C(Nc1cccc(OC(=O)N2CCOCC2)c1)N1CCOCC1	2.8%	.
51	COc1ccc2c(=O)c(-c3ccc(OC)c(OC)c3)coc2c1	1.8%	-14
52	CCOC(=O)c1c(N)nn(C(=O)C(C)(C)C)c1-c1ccccc1	3.5%	13
53	CCOc1ccc(NC(=O)CSc2nnc(-c3ccoc3C)n2CC2CCCO2)cc1 (stereo not drawn)	2.3%	.
54	Fc1ccc(-c2n[nH]c(=S)n2/N=C/c2c[nH]c3ccccc23)cc1	4.0%	9
55	COc1ccc([N+](=O)[O-])cc1NS(=O)(=O)c1ccc(C)cc1	-0.2%	8
56	COc1cccc(CNC(=O)CC(NC(C)=O)c2ccccc2)c1 (stereo not drawn)	0.5%	-17
57	NC(=NC(=O)c1ccc(Cl)cc1)N1N=CCC1c1ccccc1 (stereo not drawn)	-0.1%	-12
58	CN1CC(c2ccc(Cl)c(Cl)c2)[C@@]2(COc3ccccc3C2=O)[C@@]12C(=O)Nc1ccccc12 (stereo partly drawn)	1.8%	-1
59	O=C(CN1CCN(Cc2ccccc2)CC1)N/N=C/c1cccnc1	1.0%	3
60	CC1CCCC(C)N1/N=C/c1ccc(Cl)cc1 (stereo not drawn)	1.6%	.
61	Brc1ccc(Nc2ncnc3[nH]ncc23)cc1	-4.7%	-2
62	O=C(O)CCc1n[nH]c(=S)[nH]c1=O	-0.9%	-1
63	CCCNC(=S)Nc1ccc(Nc2ccccc2)cc1	-0.1%	52
64	Cc1ccc(Nc2nc(N)nc(CN3CCc4ccccc4C3)n2)cc1	-1.6%	-8
65	CCNS(=O)(=O)c1cccc(C(=O)c2c(C)cc3ccccn23)c1	0.1%	7
66	COC(=O)c1ccc(NC(=O)c2cc(-c3ccccn3)nc3ccccc23)cc1	2.4%	-10
67	CCOC(=O)N1CCN(S(=O)(=O)c2ccc(F)c(C(=O)Nc3cccc(C)c3C)c2)CC1	2.9%	-6
68	O=C(CSc1nnc(-c2ccccc2)o1)N1CCOCC1	8.1%	8
69	OCCN1CCN(CC(O)COCc2ccc3c(c2)OCO3)CC1 (stereo not drawn)	-3.4%	.
70	COc1ccccc1NC(=S)NNC(=O)c1cc(C)n(C)n1	7.5%	-4

A draw from above in order of formula weight, low to high:
#	SMILES	M. tuberculosis GlmU	RmlCD inh 1536
15	O=C1C=Cc2ccccc2/C1=C/c1[nH]c(=O)[nH]c1O	8.0%	-4
42	O=C(Nc1ccccn1)NC1CCS(=O)(=O)C1 (stereo not drawn)	8.1%	20
16	O=C(Oc1cccc2cccnc12)c1ccc(Br)o1	-4.2%	103
47	COc1ccc(CNC(=O)C2CCN(S(C)(=O)=O)CC2)cc1	.	-13
1	Cn1nc(N)c2c1N=P(N1CCOCC1)(N1CCOCC1)N=C2c1ccccc1	1.1%	.

(further entries)
#	SMILES	M. tuberculosis GlmU	RmlCD inh 1536
71	Cc1ccc(-c2ccccc2[C@@H]2C[C@H]3CN(C)C(=O)[C@]34CCCN24)o1	5.7%	.
72	C/C(=N/OCO/N=C(\C)c1ccc(F)cc1F)c1ccc(F)cc1F	0.2%	-4
73	Fc1cccc(NC(=S)N2CCn3cccc3C2c2cccnc2)c1 (stereo not drawn)	4.8%	2
74	CC1=CC(C)(C)NC(=S)N1c1ccccc1	-1.2%	-11
75	CCCn1c(C)cc(C(=O)COc2ncnc3sccc23)c1C	6.5%	2
76	CCCCOc1ccc(N(CC(=O)NCC2CCCO2)C(=O)CCC(=O)Nc2nccs2)cc1 (stereo not drawn)	-4.3%	-5
77	O=C(N/N=C\C=C\c1ccc2c(c1)OCO2)c1ccc(F)cc1	-4.7%	-9
78	CC12CCC(C(=O)Nc3nc4ccccc4s3)(OC1=O)C2(C)C (stereo not drawn)	-3.3%	-16
79	CCOc1cc(NC(=S)NCC2CCCO2)c(OCC)cc1NC(=O)CC(C)C (stereo not drawn)	2.8%	-10
80	O=C(Cc1ccc(Cl)cc1)NCc1nc(-c2ccccc2)no1	2.5%	9
81	COCC(C)n1c(C)cc(C(=O)CSc2ccc(NC(C)=O)cc2)c1C (stereo not drawn)	5.1%	-1
82	COC(=O)c1c(NC(C)=O)sc(C(=O)Nc2ccccc2C)c1C	1.2%	-6
83	CCC(C)NCC(=O)Nc1ccc([N+](=O)[O-])cc1C(=O)Nc1ccccc1F (stereo not drawn)	3.8%	7
84	Cc1ccccc1NC(=O)/C(=C/c1ccco1)c1ccccc1	2.6%	.
85	Cc1cccc(OCC(=O)Nc2ccccc2F)c1	-7.9%	-3
86	CSCCC(=O)N1CCCC(CNC(=O)c2ccc(-c3ccccc3)cc2)C1 (stereo not drawn)	8.6%	7
87	O=C(Nc1cc(C(F)(F)F)ccc1N1CCCCC1)c1cccc([N+](=O)[O-])c1	-1.7%	9
88	Cc1c(C)c2ccc(OCC(=O)N3CCOCC3)c(C)c2oc1=O	-4.8%	-12
89	O=C(c1cccs1)N1CCCc2ccccc21	-3.3%	8
90	O=C(Oc1ccc2ccccc2c1)c1cncc(Br)c1	3.4%	-3
91	CCN(CC(=O)Nc1ccccc1OC)CC(=O)Nc1ccccc1-c1ccccc1	1.2%	.
92	Cn1c(/N=C/c2ccc3c(c2)OCO3)nc2ccccc21	-3.6%	-6
93	CCCC1CC(c2csc(N)n2)CCO1 (stereo not drawn)	0.1%	.
94	O=C(c1ccc(Oc2ccc([N+](=O)[O-])cc2Cl)cc1)N1CCCC1	-0.6%	5
95	O=C(Cc1n[nH]c(=O)c2ccccc12)OCC(=O)N(Cc1ccccc1)Cc1ccccc1	0.8%	7
96	CC1CN(c2oc(Cc3cccc4ccccc34)nc2C#N)CC(C)O1 (stereo not drawn)	-4.2%	.
97	COC(=O)c1c(N2C(=O)Nc3ccccc3N2O)sc(C)c1C	6.9%	-10
98	COCCn1c(SCC(=O)Nc2ncc(Cl)c(C)c2Cl)nc2ccccc21	1.4%	8
99	COc1ccc(COc2cc(-c3cccc(OC)c3)nc3ccc(NC(=O)c4ccccc4)cc23)cc1	-3.8%	.
100	O=C1c2ccccc2NC(c2ccc3c(c2)OCO3)N1O (stereo not drawn)	0.9%	-6
101	CC(=O)Nc1nc(-c2ccc(Cl)cc2)ns1	5.9%	-11
102	N#Cc1cc(N)ccc1Sc1ccc(Cl)cc1	-3.3%	.
103	CCOc1ccc(Cc2n[nH]c(=S)n2N)cc1	1.6%	.
104	CCOC(=O)N1CCN(C(=O)c2ccc3nc(N4CCC(C)CC4)sc3c2)CC1	-1.6%	.
105	CN(C)c1nc(N(C)C)nc(N2CC(CCl)OC2=N)n1 (stereo not drawn)	-3.0%	7
106	O=C(O)c1ccc(CNC(=O)c2ccccc2NC(=O)c2cccc([N+](=O)[O-])c2)cc1	4.1%	52
107	O=C(N/N=C/c1cccnc1)c1cc(-c2cccs2)nc2ccccc12	2.2%	.
